IDE act = boosts human insulin-degrading enzyme activity in HEK cells; P14735; AID 493087; activation, % at 5.96 µM; hit rate 0.073% among 340,000; FAbeta-B cleavage, fluorescence polarization; 0% vehicle, 100% cell-free pure enzyme wells;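 active means activation above the mean of all tested compounds plus 3 SD, set per screening campaign, cut at about 17% in these data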
IMP-1 inhibitor = inhibitors of Pseudomonas aeruginosa IMP-1 metallo-beta-lactamase; AID 1556; purified IMP-1, nitrocefin hydrolysis, epi-absorbance fluorescence; hit rate 0.45% among 290,000; inhibition, % at 5.6 µM;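 active means inhibition above the mean plus 3 SD of all compounds in the same screening run, cut at about 4.5% in these data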;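 further: 0% = IMP-1 with DMSO and 100% = DMSO wells lacking enzyme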
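Material – recombinant IMP-1 enzyme, purified · Amount – IMP-1 0.2 nM before substrate addition · Medium – HEPES buffer pH 7.1 with ZnSO4 and Brij 35 · Timing – 25 °C, 15 min preincubation, 25 min reaction · Measured by – plate fluorescence quenching by hydrolysis product, ex 480/em 530 nm · Read-out – percent enzyme inhibition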
GPR7 antag = antagonists of human GPR7 (neuropeptides B/W receptor 1). P48145. GPR7-expressing cells, fluorescence antagonist assay. inhibition, % at 4.4 µM. hit rate 1.1% among 290,000; in the data active means inhibition above about 16%, passing the limit was not always enough;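 further: cells stimulated with the agonist NPW; 0% = agonist with vehicle and 100% = vehicle without agonist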
Target sequence (P48145 whole entry, looked up): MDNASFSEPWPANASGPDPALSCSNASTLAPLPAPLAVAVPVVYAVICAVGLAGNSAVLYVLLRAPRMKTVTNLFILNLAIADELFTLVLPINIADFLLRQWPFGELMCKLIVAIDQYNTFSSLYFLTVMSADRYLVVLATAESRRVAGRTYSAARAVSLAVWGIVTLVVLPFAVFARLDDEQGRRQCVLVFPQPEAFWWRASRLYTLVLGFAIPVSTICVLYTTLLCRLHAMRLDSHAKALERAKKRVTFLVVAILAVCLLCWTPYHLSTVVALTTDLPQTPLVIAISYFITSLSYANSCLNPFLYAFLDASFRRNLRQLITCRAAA
pCIP destab = lowers stability of the mouse p/CIP coactivator protein; Q05BA5; F442A p/CIP-EGFP cells, EGFP fluorescence, 16 h; decrease of EGFP signal, % at 10 µM; hit rate 0.01% among 290,000; AID 1984;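 active means EGFP signal decrease of at least 30% at 10 µM or well 3 SD below plate mean, unless failing retest; inactive means the rest, including hits failing retest or dose response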; further: some compounds called inactive have numbers as strong as hits; many of its hits are not listed in these tables
IDE inh = inhibitors of human insulin-degrading enzyme in cells. P14735. hit rate 0.41% among 320,000. HEK cells, FAbetaB cleavage, fluorescence polarization. inhibition, % at 5.59 µM. AID 434962;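 active means percent inhibition above the average of all tested compounds plus 3 SD, set per screening campaign, cut at about 16% in these data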;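 further: IDE supplied by intact live HEK cells; FP after avidin binding of uncleaved biotin substrate so inhibition keeps polarization high; 0% = DMSO wells and 100% = 60 µM reference IDE inhibitor Ii1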
VIM-2 inhibitor = blocks Pseudomonas aeruginosa VIM-2 metallo-beta-lactamase | purified VIM-2, nitrocefin hydrolysis, epi-absorbance fluorescence | inhibition, % at 5.6 µM | hit rate 0.89% among 290,000 | AID 1527;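 active means inhibition above the mean of all tested compounds plus 3 SD, cutoff set per screening run, cut at about 7.5% in these data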;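 further: red hydrolysis product quenches plate fluorescence so inhibitors raise well fluorescence; 0% = enzyme with DMSO and 100% = DMSO without enzyme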
NALP1 yeast inh = blocks the NALP1 inflammasome reconstituted in yeast | S. cerevisiae NALP1/ASC/caspase-1 growth, X-gal OD620, 72 h | inhibition, % at 10 µM | hit rate 0.61% among 280,000; in the data active means inhibition mostly above about 24%, no sharp cut-off; inactive means mostly below about 32%; further: some compounds called inactive have numbers as strong as hits
PHOSPHO1 block = blocks human PHOSPHO1 phosphatase activity. Q8TCT1. hit rate 1.1% among 290,000. recombinant PHOSPHO1, absorbance phosphatase assay. inhibition, % at 13.3 µM; in the data active means inhibition above about 60%
Target sequence (Q8TCT1 whole entry, looked up): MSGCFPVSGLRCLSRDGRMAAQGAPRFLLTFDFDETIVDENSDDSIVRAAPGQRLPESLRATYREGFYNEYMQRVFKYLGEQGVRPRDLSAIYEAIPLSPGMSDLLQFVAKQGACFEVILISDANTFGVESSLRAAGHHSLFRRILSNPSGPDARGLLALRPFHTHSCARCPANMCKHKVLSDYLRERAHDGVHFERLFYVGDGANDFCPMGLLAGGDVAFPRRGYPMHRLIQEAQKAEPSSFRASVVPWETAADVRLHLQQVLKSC
M18AAP inhibitor = PfM18AAP enzyme inhibition; recombinant PfM18AAP, H-Glu-NHMec fluorogenic cleavage; inhibition, % at 7.35 µM; hit rate 1.2% among 290,000; AID 1822;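 active means inhibition above the campaign mean inhibition over all tested compounds plus 3 SD, cut at about 28% in these data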;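 further: 0% = plate median of test compound wells and 100% = 2 mM ZnCl2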
* = called active by the depositor; nt = no result given. No enrichment for hits. Share with any hit: about 5.3%.

GPR7 antag,pCIP destab,NALP1 yeast inh,IDE inh,IMP-1 inhibitor,PHOSPHO1 block,IDE act,VIM-2 inhibitor,M18AAP inhibitor,structure
3,1,8,-2,-3.2,17,8,-3.9,18,CSCC[C@H](NC(=O)[C@@H]1Cc2ccccc2CN1)C(=O)Nc1ccc2c(c1)OCO2
-12,-7,5,0,-1.3,6,0,-3.9,2,O=C(CN1c2cccc3cccc(c23)S1(=O)=O)NCc1ccc2c(c1)OCO2
-8,23,-3,5,-3.4,-60,-7,-4.1,-1,O=C1CC(N2CCN(c3ccccc3)CC2)C(=O)N1c1ccc2c(c1)OCCO2 (configuration not stated)
-13,-6,-6,2,-1.9,34,4,-2.1,1,O=C(c1cccc(C(F)(F)F)c1)N1CCc2c([nH]c3ccccc23)C1C(F)(F)F (configuration not stated)
5,-1,26,1,-3.0,18,-4,-1.4,2,Cc1ccc2c(c1)N(C(C)C(=O)NCCc1ccccc1)C(=O)CO2 (configuration not stated)
-3,12,36,1,-2.8,4,nt,-0.6,-7,Cc1ccc(C)c(NC(=O)/C(C#N)=C/c2ccc(Sc3nncn3C)c([N+](=O)[O-])c2)c1
0,-4,-4,-1,0.1,-16,3,-2.1,3,Cc1cc(C)nc(N2CCCC(C(=O)NCc3cccs3)C2)n1 (configuration not stated)
21*,-10,19,5,-3.0,4,-4,-1.9,23,O=C1NC(=S)S/C1=C\c1coc2ccc(O)cc2c1=O
3,-24,-5,5,-2.9,-56,3,-5.8,6,CC(=O)c1ccc(NC(=S)N2CCN(c3ccccn3)CC2)cc1
-5,-5,13,0,1.1,16,-2,-3.2,3,COc1ccc(/C=N/NC(=O)CCc2ccccc2)cc1O
-7,10,9,4,-3.6,-12,2,-2.2,-3,O=C(NC1CCCc2ccccc21)C12CC3CC(CC(O)(C3)C1)C2 (configuration not stated)
-10,3,nt,4,0.5,51,2,0.9,-5,O=S(=O)(Cc1ccc(Cl)cc1)C1CCCCC1O (configuration not stated)
-8,-1,-3,0,-3.2,17,4,-2.4,2,O=C(COC(=O)CC1CC2CCC1C2)Nc1c(F)cccc1F (configuration not stated)
-21,1,10,8,-2.9,46,-13,-0.6,-2,CC1=C(C(=O)OC2CCCCC2)C(c2ccccc2Br)NC(=O)N1 (configuration not stated)
5,5,-4,0,-3.5,36,5,-1.7,8,O=C(NNC(=O)c1sccc1-n1cccc1)Nc1ccc(F)cc1
1,9,-4,1,-0.3,36,-7,2.0,-17,CCCn1c(N)c(Sc2ccc([N+](=O)[O-])cc2)c(=O)n(CCC)c1=O
-4,-8,-17,0,-2.4,2,4,0.4,1,O=C(c1ccccc1Cl)N1CCc2ccccc2C1
-5,-5,26,1,-1.7,6,-7,-2.5,1,COc1ccc(-c2c(C)oc3c(CN4CCCCC4C)c(O)ccc3c2=O)cc1OC (configuration not stated)
0,2,-6,5,1.4,4,5,-0.4,7,CCOC(=O)c1oc2nc(C)c3c(c2c1N)CC(C)(C)OC3
19*,-5,6,0,-1.3,-11,2,-1.0,-19,Cc1ccc(NC(=O)Cn2nc(C)c3ccccc3c2=O)cc1F
-6,-17,1,-1,-1.2,2,1,1.2,12,CCN(CCCNC(=O)COc1cc(=O)n(CC)c2ccccc12)c1ccccc1
2,-6,-22,5,2.2,14,3,-2.5,-4,CC(C)(C)NC(=O)CN1CCC(O)(c2ccccc2)CC1
13,-3,14,-5,-3.1,18,3,-4.2,-2,CCc1nnc(NC(=O)CSc2nnc(C)n2-c2ccc(C)cc2)s1
-6,6,5,-1,-2.3,18,3,-3.0,2,COc1ccc(N(CC(=O)Nc2cccc(C)c2C)S(=O)(=O)c2c(C)n[nH]c2C)cc1

Record cards (already shown):
O=C(NNC(=O)c1sccc1-n1cccc1)Nc1ccc(F)cc1 in the list: GPR7 antag = 5; pCIP destab = 5; NALP1 yeast inh = -4; IDE inh = 0; IMP-1 inhibitor = -3.5; PHOSPHO1 block = 36; IDE act = 5; VIM-2 inhibitor = -1.7; M18AAP inhibitor = 8
CCOC(=O)c1oc2nc(C)c3c(c2c1N)CC(C)(C)OC3 in the list: GPR7 antag = 0; pCIP destab = 2; NALP1 yeast inh = -6; IDE inh = 5; IMP-1 inhibitor = 1.4; PHOSPHO1 block = 4; IDE act = 5; VIM-2 inhibitor = -0.4; M18AAP inhibitor = 7

Continued.
GPR7 antag,pCIP destab,NALP1 yeast inh,IDE inh,IMP-1 inhibitor,PHOSPHO1 block,IDE act,VIM-2 inhibitor,M18AAP inhibitor,structure
-9,nt,nt,-2,-2.2,nt,nt,-0.9,-2,CCCn1c(=O)n(C)c(=O)c2c(SCc3cc(C(C)=O)ccc3OCC)nc(C3CC3)nc21
-3,-2,1,6,-3.0,21,-5,-6.5,5,COc1ccc(OC)c(S(=O)(=O)N2CCC(C(=O)N3CCOCC3)CC2)c1
7,-5,19,4,-2.8,7,-2,-2.5,-2,O=C(COc1ccc(Cl)cc1)N1CCN(S(=O)(=O)c2ccccc2)CC1
-6,2,6,1,-2.6,16,4,-0.6,-10,CCOC(=O)c1cnn(-c2cc(C)cc(C)c2)c1N
-15,-2,-5,-2,-1.2,0,2,0.5,-8,CNc1cnn(-c2ccc(C)cc2)c(=O)c1Cl
-8,-5,18,-1,-2.6,42,1,-0.5,0,CC(CNC(=O)C(=O)NC(C)CCc1ccccc1)Cc1ccccc1 (configuration not stated)
3,-9,-6,-2,0.5,25,4,-2.9,-3,Cc1ccc(CN2CCN(Cc3ccc4cc(F)ccc4n3)CC2CCO)o1 (configuration not stated)
-6,-15,-5,7,-2.0,46,5,-2.5,4,Cc1cccc(N(CC(=O)NC(C)(C)C)C(=O)CCC(=O)Nc2ccccn2)c1
11,4,14,-1,0.1,18,10,-2.6,0,COc1ccc(C(=O)C2CCCN(Cc3cccn3-c3ccccn3)C2)c(C)c1 (configuration not stated)
-7,6,-8,1,-1.4,25,0,-3.1,-4,Cc1[nH]nc(-c2ccc(OCc3cnn(-c4ccccc4)c3)c(C)c2O)c1Oc1ccccc1
-14,-24,7,-1,-0.8,24,6,-1.3,-6,CC(C)c1ccc(N=C2N=C(N)c3ccccc32)cc1
6,-14,-2,-1,-1.9,6,1,-1.0,6,COc1ccc(OC)c(NC(=S)N2CCN(c3ccccn3)CC2)c1
-16,9,2,0,-1.7,-10,1,-2.5,6,Cc1cc(NC(=O)CCSc2nc(-c3ccco3)cc(C(F)(F)F)n2)n(-c2ccccc2)n1
8,6,7,2,-1.1,11,-5,-1.2,-6,COc1ccc(C(=O)Nc2cc(OC)cc3cccnc23)cc1
-3,-12,11,2,-2.0,37,1,-0.3,-1,O=C1c2ccccc2NC(c2cccc(F)c2)N1Cc1ccccc1 (configuration not stated)
-10,-3,8,-4,1.6,-6,8,0.4,13,COc1ccccc1S(=O)(=O)n1cc(Cc2ccccc2)c(N)n1
-11,-2,-1,-2,-3.4,8,0,-2.8,5,COc1ccc(CNC(=O)/C=C/C(=O)O)cc1
-7,1,11,2,-2.8,34,7,-2.4,1,Cc1cccc(NS(=O)(=O)c2cc(C(=O)N3CCOCC3)ccc2Cl)c1
11,3,6,4,-2.8,nt,3,-2.5,14,Cc1nc2ccc([N+](=O)[O-])cc2c(=O)n1Cc1ccc([N+](=O)[O-])cc1
4,6,21,5,-0.6,-2,-3,-1.8,-7,COc1ccc2nc(/N=C/c3c(C)[nH]n(-c4ccc(C)cc4C)c3=O)sc2c1
7,-2,-3,0,-0.7,9,1,-0.4,-3,CCOC(=O)c1ccc(CNC(=O)CSc2nnnn2-c2ccc(Cl)cc2)o1
8,-10,13,-3,-2.2,22,-1,-5.3,3,COC(=O)c1ccc(OC)cc1OCC(=O)N1CCN(c2ccc(F)cc2)CC1
9,-14,13,-1,-1.7,-17,-4,-5.4,1,O=C(Nc1ccc2c(c1)OCO2)c1cccs1
-11,12,3,0,0.1,6,2,-1.9,-4,Cc1ccc(SC(C)C(=O)N2CCC(C(N)=O)CC2)cc1 (configuration not stated)
-15,10,16,-4,-4.7,-11,-16,-3.8,-7,CCOC(=O)N1CCC(NC(=O)c2ccc3c(c2)N(C)CCS3)CC1
-7,-4,-7,-1,-2.0,13,8,-1.6,7,CCCC(=O)Nc1ccc(C(=O)NNC(=S)NC(=O)c2ccc(Br)o2)cc1
-8,2,38,3,-0.9,-10,3,-1.8,2,Oc1oc(-c2ccccc2)nc1/C=N/c1nccs1
-4,-42,8,0,-3.3,2,-1,-3.8,2,Cc1ccc(CN2CCNC(=O)C2CC(=O)NCCCn2cccn2)o1 (configuration not stated)
-1,-17,-23,1,-1.2,7,-3,1.8,-1,O=C(c1ccc(CS(=O)(=O)c2ccc(Br)cc2)o1)N1CCCCCC1
12,-43,23,25*,-1.0,20,nt,0.0,-7,CCCCCCN1C=CC=C/C1=C\C=C(C#N)C#N
-2,-9,8,-1,7.7*,23,-2,-2.9,-1,O=C(Nc1ccc(F)cc1)c1ccc(NC(=O)C2CCCO2)cc1 (configuration not stated)
-11,-16,9,7,-1.7,-11,-3,9.2*,-11,CCN1CCN(c2ccc(NC(=O)c3ccc4c(c3)[nH]c(=O)n4Cc3ccc(F)cc3)cc2)CC1
2,-13,-9,4,-0.7,20,8,-1.5,4,O=C(NCCO)c1cc2c(s1)CCC2
53*,-9,-11,2,-3.1,29,0,2.2,6,Cc1cccc2cc(CN(Cc3ccccc3)C(=S)NCCCN(C)C)c(=O)[nH]c12
-20,-5,8,0,-2.7,51,1,0.3,3,COc1ccccc1C(=O)Nc1ccccc1C(=O)NC1CCCCC1
-9,4,nt,3,-4.0,28,11,-5.2,2,COc1ccc(C)cc1S(=O)(=O)N1CCCCCC1
2,-5,nt,5,0.5,-16,3,-0.4,8,COc1cc(C(=O)Nc2ccc(Br)cc2C(=O)c2cc(OC)c(OC)c(OC)c2)cc(OC)c1OC
0,-3,6,nt,-1.9,11,-4,0.2,-10,Clc1ccc(CNc2ncccn2)cc1
5,-16,16,10,-2.0,19,-2,-0.3,11,O=[N+]([O-])c1ccc(N/N=C/c2ccccc2)cc1
0,7,-20,2,-3.5,24,6,-1.8,-9,O=C(/C(=C/O)N=Nc1ccccc1Cl)c1ccccc1
-8,8,0,-2,-4.5,46,5,-0.8,0,CCCc1cc(=O)n2[nH]c(NCc3ccc(OC)cc3)nc2n1
-23,-13,1,-2,-4.7,18,-5,0.7,-3,COc1ccc(C(=O)NC2CC(C)(C)Cc3c2cnn3-c2ccccc2C)o1 (configuration not stated)
-10,-10,9,-1,-1.9,17,4,-1.2,2,Cn1c(N)c(C(=O)COC(=O)C2(c3ccccc3F)CCCC2)c(=O)n(C)c1=O
5,-8,17,-5,-0.2,15,10,-0.2,3,Cc1c(CCOC(=O)C23CC4(C)CC(C)(CC(C)(C4)C2)C3)sc[n+]1CC(=O)c1ccccc1
0,8,9,-1,-1.1,-8,4,1.6,6,N#Cc1cc2c(=O)n3ccccc3nc2n(-c2ccccc2Cl)c1=O
1,-5,24,5,-2.8,16,-1,-2.7,4,COCCn1c(C)cc(C(=O)COc2ccc(C)nc2[N+](=O)[O-])c1C
7,0,2,2,-1.7,16,0,-0.7,0,CN(/N=C/c1cccnc1)c1cnc2ccccc2n1
-9,-15,-4,0,-2.4,15,-2,-4.4,-14,O=C(Nc1ncc(Cc2cccc(Cl)c2Cl)s1)c1ccc([N+](=O)[O-])cc1
-9,-2,5,4,-3.8,26,6,-3.5,8,CC(C)C(C(=O)NC1CCCC1)N(CC1CCCO1)C(=O)CNS(=O)(=O)c1ccccc1 (configuration not stated)

Screening results (PubChem BioAssay)
